# Screening data from PubChem BioAssay.
# GLS inh: glutaminase GLS (human) inhibition. O94925. GLS enzymatic activity, qHTS titration. Potency, µM (series often up to 45.5 µM), for the others: top-dose activity change, negative = inhibition, hits mostly inhibitors. 410,000 compounds, 0.21% hits. AID 624170; note: potency is the fitted concentration of half-maximal effect; % is set by controls: 0 for no effect and ±100 for the full control effect
#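 Assay buffer: 45 mM KH2PO4 pH 8.2, 0.02% Tween-20. hKGA acts on L-glutamine (1 mM solution added); product glutamate is reported by an oxidase/peroxidase Amplex Red coupling, with fluorescence taken at baseline and 30 min.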
# ALOX12 inh: blocks human arachidonate 12S-lipoxygenase. AID 1671190. P18054. purified 12hLO, xylenol orange hydroperoxide absorbance. 580,000 compounds, 1.1% hits. Potency, µM (top dose mostly 108 µM), for inactives: at the top dose activity change, negative = inhibition, actives largely listed as inhibitors; note: potency is the fitted concentration of half-maximal effect; % is set by controls: 0 for no effect and ±100 for the full control effect
#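 Purified human 12hLO (150 nM final) in 25 mM Hepes, 0.01% Triton X-100, pH 7.0 was preincubated 15 min at room temperature with compound. Then 40 uM arachidonic acid was added, 30 min. Hydroperoxide was read by Fe-XO absorbance ratio 573/405 nm.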
# PI4K2A block: inhibitors of human PI4K2A; purified PI4K2A, ADP-Glo luminescence, 1 h; active compounds read low; activity change, negative = inhibition, % at 76.9 µM; 420,000 compounds, 0.13% hits; in the data active = activity change below about -50%; inconclusive = mostly about -30% to -49%;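 note: -100% = wells without enzyme as full effect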
# Target sequence (Q9BTU6 whole entry, looked up): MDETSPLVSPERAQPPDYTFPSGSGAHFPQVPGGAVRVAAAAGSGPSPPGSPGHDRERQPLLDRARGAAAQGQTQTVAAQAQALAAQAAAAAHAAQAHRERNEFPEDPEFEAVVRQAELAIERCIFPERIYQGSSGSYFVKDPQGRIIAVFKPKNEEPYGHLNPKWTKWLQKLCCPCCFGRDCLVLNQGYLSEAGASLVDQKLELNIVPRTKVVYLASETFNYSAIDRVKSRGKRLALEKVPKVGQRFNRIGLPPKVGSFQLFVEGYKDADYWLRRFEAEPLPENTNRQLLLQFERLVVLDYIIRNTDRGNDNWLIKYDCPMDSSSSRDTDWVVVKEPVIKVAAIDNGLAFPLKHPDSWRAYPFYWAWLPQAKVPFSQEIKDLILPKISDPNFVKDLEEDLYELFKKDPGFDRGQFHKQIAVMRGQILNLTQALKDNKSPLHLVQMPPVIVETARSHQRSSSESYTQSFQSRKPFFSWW
#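 PI4K2A activity was measured by ADP-Glo luminescence: enzyme (4 ug/mL stock) and phosphatidylinositol (1.2 mM stock) in Tris pH 7.5/MgCl2/EGTA/Triton X-100 buffer were reacted with ATP (300 microM stock) for one hour at ambient temperature.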
# RGS4 inh: blocks human RGS4-accelerated GTP hydrolysis. P49798. Transcreener GDP fluorescence polarization, RGS4-accelerated GTP hydrolysis. Potency, µM (series often up to 114 µM), for the others: at the highest dose activity change, negative = inhibition, actives largely listed as inhibitors. 390,000 compounds, 0.039% hits. AID 504845; note: potency is the fitted concentration of half-maximal effect; % is set by controls: 0 for no effect and ±100 for the full control effect; nearly all actives have a fitted effect of over 75% in size; some results filed as inactive show a strong effect at the top dose
# Target sequence (P49798 whole entry, looked up): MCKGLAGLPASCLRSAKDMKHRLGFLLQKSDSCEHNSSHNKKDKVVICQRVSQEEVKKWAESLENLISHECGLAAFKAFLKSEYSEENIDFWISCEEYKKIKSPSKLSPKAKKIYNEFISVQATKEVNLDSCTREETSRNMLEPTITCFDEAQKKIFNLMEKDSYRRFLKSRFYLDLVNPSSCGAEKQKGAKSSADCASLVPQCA
#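 MLSMR compounds (23 nl, pin-transferred) preincubated 10 min at room temperature with a 500nM (2x) first reagent, then RGS4 at 900nM (2x) plus Transcreener GDP mix added; fluorescence polarization (620/688 nm) read before and after 90 min at 30 °C.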
# ERG-DNA inh: ERG Ets/DNA interaction inhibition. 370,000 compounds, 0.028% hits. AID 624246. Potency, µM (doses to about 76.9 µM), for inactives: at the top dose FP activity, negative = inhibition, most hits filed as inhibitors. fluorescence polarization, His-ERG Ets domain / labelled DNA. P11308; active = well fitted inhibition curve with a large enough effect in the polarisation, with a control signal flat; inconclusive = small, poorly fitted or top-dose-only effect, or effect the other way, or a change in a side signal; inactive = no such curve, though single readings can be large or run the other way; the % refers to the polarisation;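 note: polarization taken with two DNA probes labelled with fluorescein and Texas red; potency is the fitted concentration of half-maximal effect; % of control where 0% means no effect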
#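 His-tagged ERG Ets domain (1 uM in the protein solution; 300mM KCl, 50mM Tris-HCl, 1mM EDTA, 1mM DTT, pH 7.5) received compound, then a probe mix of 5 nM fluorescein-DNA and 100nM Texas-615-DNA. Fluorescence polarization was read for both dyes.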
# JMJD2A Tudor inh: blocks the human JMJD2A Tudor domain; Potency, µM (titrated, usually from 114 µM), inactives show at the highest dose activity change, negative = inhibition, actives largely listed as inhibitors; 390,000 compounds, 4.4% hits; AlphaScreen JMJD2A-Tudor / H3K4me3 peptide binding; O75164; note: potency is the fitted concentration of half-maximal effect; % is set by controls: 0 for no effect and ±100 for the full control effect; nearly all actives have a fitted effect of over 50% in size
# HP1b binding inh: inhibitors of HP1-beta chromodomain binding to methylated histone tails | AlphaScreen HP1-beta / biotin-H3K9me3 peptide binding | Potency, µM (titrated, usually from 114 µM), for the others: at the highest dose activity change, negative = inhibition, most hits filed as inhibitors | 390,000 compounds, 0.56% hits | AID 540317; note: potency is the fitted concentration of half-maximal effect; nearly all actives have a fitted effect of over 70% in size; inactives centre near 23
#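 Compound inhibition of the preformed complex between 50 nM HP1-beta and 50 nM biotinylated H3K9me3 peptide was read by AlphaScreen. Buffer was PBS pH 7.4 with 0.01% Tween-20. Incubations ran 30 min at room temperature, with 10 ug/mL donor/acceptor beads.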
# BAZ2B inh: BAZ2B (human) inhibition; Q9UIF8; AlphaScreen BAZ2B-H3K14Ac peptide displacement; Potency, µM (titrated, usually from 114 µM), for the others: at the top dose activity change, negative = inhibition, hits mostly inhibitors; 360,000 compounds, 4.4% hits; AID 504333; note: potency is the fitted concentration of half-maximal effect; % is set by controls: 0 for no effect and ±100 for the full control effect; nearly all actives have a fitted effect of over 60% in size
#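 Protein-peptide AlphaScreen: BAZ2B 50 nM, b-H3K14Ac 50 nM, 1x PBS pH 7.4 + 0.01% Tween-20. Preincubation 30 min RT; cpd 30 min RT (top 110 uM); beads 20 min RT, light-protected.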
# G9a inh: G9a (human) methyltransferase inhibition. G9a H3K9 monomethylation, AlphaScreen, 2 h. Potency, µM (doses to about 102 µM), for inactives: at the highest dose activity, negative = inhibition, usual class: inhibitors. 350,000 compounds, 8.8% hits. AID 504332; note: potency is the fitted concentration of half-maximal effect; % is set by controls: 0 for no effect and ±100 for the full control effect; nearly all actives have a fitted effect of over 75% in size
# Target sequence (Q96KQ7 913-1193 limits assumed): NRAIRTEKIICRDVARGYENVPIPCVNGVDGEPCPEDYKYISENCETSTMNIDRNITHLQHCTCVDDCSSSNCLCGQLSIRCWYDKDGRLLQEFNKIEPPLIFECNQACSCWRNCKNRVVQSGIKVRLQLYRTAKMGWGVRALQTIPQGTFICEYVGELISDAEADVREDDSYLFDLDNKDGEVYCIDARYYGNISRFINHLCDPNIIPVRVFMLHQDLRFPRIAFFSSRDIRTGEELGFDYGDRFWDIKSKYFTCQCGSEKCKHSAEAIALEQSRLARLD
#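 AlphaScreen detection with an anti-monomethyl H3K9 antibody quantified product after a 2 h room-temperature reaction containing 500 nM biotinylated H3K9 peptide, 20 µM SAM and 20 nM enzyme, which had been preincubated 15 min with compound.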
# * marks the source's active call; other numbers are inactive results; ? = inconclusive; / = not tested or not shown; & = joins results of further samples; [ ] = dose if it differs, or a comment. Unless noted, calls come from the whole dose curve; as a rule, active = well fitted curve in the direction sought with a large enough effect; inconclusive = small, poorly fitted or top-dose-only effect, or another doubt; inactive = no such curve, though single readings can be large; an effect the other way counts as inactive or inconclusive. Only part of the results is shown. The share of hits here may be higher or lower than overall.
Structure,G9a inh,PI4K2A block,ALOX12 inh,RGS4 inh,BAZ2B inh,ERG-DNA inh,JMJD2A Tudor inh,GLS inh,HP1b binding inh
CCOC(=O)C(=O)C1=CN(Cc2ccccc2)C=C(C#N)C1,?,0,?,-22%,6%,-6%,-6%,13%,22%
COc1ccc(CCc2nnc(CCC(=O)NCc3cnn(-c4ccccc4C)c3)o2)cc1,6%,-2,-10%,20%,3%,-4%,-23%,-4%,1%
CCC1([N+](=O)[O-])COC(c2ccc(C)cc2)OC1 (configuration not stated),/,-2,-23%,4%,/,-4%,14%,?,10%[57 µM]
CC(C)(C)c1ccc(S(=O)(=O)N2CCN(CCC#N)CC2)cc1,-6%[59 µM],-8,273%[activator],-10%,-4%,6%,-16%,-6%,54%[activator]
CCOc1ccc(Cl)cc1/C=C1/C(=O)ON=C1C,?,5,?,14%[56.9 µM],?,1%,-6%,10%,14%
CCN(CC)CCNC(=O)c1cn(CC)c2ccc(S(=O)(=O)N(C)C3CCCCC3)cc2c1=O,-4%[59 µM],5&-4,-3%&-3%,11%&12%,-2%,-4%&9%,-16%&2%,3%&9%,20%&40%
C=CCN1C(=O)CSc2ccc(C(=O)NC3CCCCC3)cc21,-4%,-2,-2%,0%,-2%,1%,-14%,-1%,34%[activator]
Cc1ccc(CN(Cc2ccco2)C(=O)COc2ccc(Cl)cc2Cl)cc1,-2%[59 µM],-2,-18%,4%,0%,-1%,21%,-11%,56%[activator]
COc1ccccc1/C=N/NS(=O)(=O)c1ccccc1,?,6,-8%,?,-5%,11%,3%,3%,77%[activator]
CC1(C)CC(=O)c2cc(OCC(=O)N3CCN(c4ccccc4F)CC3)ccc2O1,0%[59 µM],0,18%,-17%,10%,/,-15%,8%,26%
Nc1cccc(C(=O)Nc2cccc3ncccc23)c1,/,7,13%,10%,-13%,-8%,-3%,0%,19%
Cc1cccc(NC(=O)CSc2nnc(CN3CCOCC3)n2C)c1C,-3%,-3,4%,-15%,-16%,1%,8%,-2%,72%[activator]
FC(F)(F)c1cccc(CNC2CCN(Cc3ccccc3)CC2)c1,11%[12.7 µM],-6,-26%,27%,?,-3%,-10%,-10%,24%
CCOC(=O)N1CCC(NC(=O)Cc2cn(C)c3ccccc23)CC1,13%[59 µM],-1,4%,6%,-3%,1%,-6%,-7%,13%
CCCNC(=O)CCn1c(-c2ccc(C)cc2)cc(C(=O)OCC)c1C,-10%[12.7 µM],0,-6%,-19%,-32%,-12%,-27%,-8%,?

# Further compounds.
Structure,G9a inh,PI4K2A block,ALOX12 inh,RGS4 inh,BAZ2B inh,ERG-DNA inh,JMJD2A Tudor inh,GLS inh,HP1b binding inh
CC12CCC(=O)C=C1CCC1C2C(O)CC2(C)C1CCC2(O)C(=O)CO (configuration not stated),25%[12.7 µM],-1,21%,-11%,4%,2%,-4%,-3%,29%
Cc1ccc(Nc2nc(CSc3nnc(-c4ccc(F)cc4)n3C)cs2)cc1,?,5,0%,-38%,?,-5%,?,8%,-10%
O=C(CCCc1ccccc1)NCc1ccc(F)cc1,16%[59 µM],-6,-4%,-12%,-1%,-9%,0%,1%,29%
Cc1c(C(=O)Nc2cccc(Cl)c2)oc2ccc(S(=O)(=O)N3CCC4(CC3)OCCO4)cc12,-14%[59 µM],-2,-9%,-4%,7%,1%,-7%,-4%,35%[activator]
C=CCSc1nnc2c(n1)OC(C)=Nc1ccc(Br)cc1-2,/,-1,-20%,9%,2%,10%,-17%,0%,16%
C=CCOc1ccc(-c2n[nH]c(=S)o2)cc1,11%[0.501 µM],-3,?,-38%,-6%,8%,-10%,-20%,28%
CC(=O)NC1C(OCc2cccc(Br)c2)OC(COC(C)=O)C(OC(C)=O)C1OC(C)=O (configuration not stated),5%,0,-4%,-12%,-2%,-7%,0%,0%,29%
COCCCNC(=O)C1CC(=O)N(CCc2ccc(OC)c(OC)c2)C1 (configuration not stated),35%[0.501 µM],7,124%[activator],-18%,-29%,0%,-29%,-20%,3%
O=C(Nc1ccc(S(=O)(=O)NCc2cccnc2)cc1)c1ccco1,19%,2,0%,-3%,8%,-16%,-5%,-8%,30%[activator]
O=C(CSc1nnc(CNC(=O)c2ccccc2F)o1)NC1CCCC1,8%,0,-16%,2%,3%,-8%,1%,0%,51%[activator]
C=CCn1c(O)c(N=NC(=O)CNC(=O)c2cccs2)c2ccccc21,20%,-4,-2%,-17%,-7%,-4%,-33%,0%,12%
Cc1nn(C)cc1CN(C)S(=O)(=O)c1cccc([N+](=O)[O-])c1,36%[12.7 µM],-2,-10%,-33%,-31%,1%,-1%,14%,35%
O=C(CCc1nnc(Cc2ccc3c(c2)OCO3)o1)NCc1nc2ccccc2s1,45µM*,-5,-6%,3%[11.4 µM],1%,-17%,-23%,-7%,53%[activator]
O=C(NNC(=O)c1cccnc1)Nc1ccccc1,-81%[2.33 µM],3,2%,0%,?,/,-2%,53%[activator],22%
O=C(CSc1ncnc2c1sc1ccccc12)Nc1ccc(Br)cc1,?,6,-24%,-45%,-9%,/,-18%,-5%,5%

# Next section:
Structure,G9a inh,PI4K2A block,ALOX12 inh,RGS4 inh,BAZ2B inh,ERG-DNA inh,JMJD2A Tudor inh,GLS inh,HP1b binding inh
COc1cc(/C=C/C(=O)OCC(=O)NCCN2C(=O)CSC2=O)ccc1OCC#N,-12%[59 µM],-4,327%[activator],9%,10%,-6%,4%,-3%,39%[activator]
CCCCN1C(Nc2ccccc2)=NC[C@@H]1CC(C)C,26%[2.33 µM],1,-24%,0%,10%,0%,-26%,0%,14%
Clc1cccc(Cl)c1Cn1cnc2c(NCc3ccco3)ncnc21,?,2,8%,28%,6%,-1%,-15%,-6%,-1%
CCc1ccc(NC(=O)CS(=O)CC(=O)Nc2ccc(F)cc2F)cc1 (configuration not stated),-33%[59 µM],-5,-15%,-4%,?,-2%,?,-3%,30%
CN(CC(=O)NCc1ccc(F)cc1)Cc1ccc(Br)cc1,11%,5,-16%,-16%,4%,-6%,-5%,-1%,57%[activator]
COc1ccc(CNC(=O)C/C(C)=N/NC(=O)COc2cccc(C)c2)cc1,9%,-3,2%,-10%,-4%,1%,0%,3%,35%
Cc1ccc(-c2nc3c4ccccc4n(CC(=O)N4CCN(c5ccccc5F)CC4)c(=O)n3n2)cc1,6%[59 µM],0,0%,9%,-1%,-3%,-12%,-11%,10%
COc1ccc(-c2nc(NC(=O)C3CCN(c4nc5ccccc5o4)CC3)sc2C)cc1,?,-7,0%,-28%,-7%,-5%,?,-11%,-7%
O=C(CCNC(=O)N1CC(=O)Nc2ccccc21)NCc1ccc(F)cc1,46%[activator],8,-17%,12%,-2%,4%,-1%,-12%,26%
COc1cc(NS(=O)(=O)c2cnc(N)nc2)cc(OC)c1,2%[59 µM],-5,-18%,-8%,4%,1%,0%,2%,19%[57 µM]
S=c1nc(-c2ccccc2)n(CCN2CCOCC2)c2c1CCCC2,4%[59 µM],-2,?,-21%,/,4%,-7%,1%,38%
Cc1cc(C(=O)N/N=C/c2ccc[nH]2)n[nH]1,12%,-2,-7%,-10%,7%,4%,-18%,22%,38%
CC(=O)Nc1ccc(Nc2nc(Cl)nc(Nc3ccc(NC(C)=O)cc3)n2)cc1,-2%,-7,1%,-33%,-17%,-2%,-24%,-5%,23%
CN(Cc1ccccc1)C(NC(=O)c1ccccc1)C(Cl)(Cl)Cl (configuration not stated),40%[0.501 µM],-1,-3%,-23%,4%[57.1 µM],5%,28%,-4%,75%[activator]
O=C(Nc1ccccc1NC(=O)c1ccccc1Cl)c1ccccc1Cl,/,2,15%,10%,-4%,5%,5%,-4%,43%[activator]

# (next part)
Structure,G9a inh,PI4K2A block,ALOX12 inh,RGS4 inh,BAZ2B inh,ERG-DNA inh,JMJD2A Tudor inh,GLS inh,HP1b binding inh
O=C(NNc1ccccc1)c1ccc(Cl)c(Cl)c1,/,2,?,-3%,/,1%,-7%,9%,39%
Cc1ccc(Cl)c(NC(=O)COC(=O)C2CCC2)c1Cl,-43%,1,0%,7%,-7%,0%,0%,0%,22%
CN1CCC(OC(=O)COc2ccc(Cl)cc2Cl)CC1,?,2,-13%,2%,?,-6%,2%,5%,46%
CCCCN(CCCNC(=O)CN1C(=O)COc2ccccc21)c1ccccc1,?,2,-15%,-15%,?,/,?,41%[activator],-21%
O=C1CCC([N+](=O)[O-])C(c2cc3c(cc2Cl)OCO3)N1 (configuration not stated),0%,0,-12%,-17%,1%,3%,-7%,1%,55%[activator]
O=C(NC1CCN(C(=O)Nc2ccccc2)CC1)C1CCCCC1,-6%[59 µM],8,10%,12%[11.4 µM],-1%,-2%,-10%[57.1 µM],-3%,15%
CCOC(=O)c1c(C)oc2cc(Br)c(OCC(N)=O)cc12,17%[59 µM],0,0%,-53%,1%,-12%,-1%,-1%,18%
COc1ccc([C@H]2[C@H](C(=O)C(C)(C)C)N3N=Cc4ccccc4C3[C@]23N=C(c2ccccc2)OC3=O)cc1OC (some centres not stated),/,6,/,-28%,-30%,6%,-34%,2%,9%
